Screens as filed in PubChem BioAssay.
H1N1 NS1A inhibition = H1N1 influenza NS1A inhibitors, functional cell based assay (AID 504329) | NS1A functional cell-based assay, percent inhibition; higher % means a stronger effect | one-dose inhibition, % at 12.5 µM; IC50 in µM for titrated hits | 340,000 compounds, 0.3% hits; in the data active = a potency from the dose series; inconclusive = inhibition above about 27% without an active follow-up result; also: strong numbers were not always called active
inhibitors of VEEV = inhibitors of VEEV TC-83 cytopathic effect, confirmation, Vero cells (AID 588727); Vero cells, VEEV TC-83 cytopathic effect inhibition; higher % means a stronger effect; 350,000 compounds, 0.13% hits; one-dose inhibition, % at 20 µM; IC50 in µM for titrated hits; in the data active = a potency from the dose series; inconclusive = inhibition mostly from about 14% at the one dose, without a potency; inactive = the rest, 99 in 100 with inhibition below about 12%; also: strong numbers were not always called active
tuberculosis growth = growth inhibition of non-replicating M. tuberculosis (AID 488890). Mycobacterium tuberculosis non-replicating, growth inhibition; higher % means a stronger effect. one-dose inhibition, % at 25 µM; IC50 in µM for titrated hits. 320,000 compounds, 0.39% hits; in the data active = a potency from the dose series; inconclusive = inhibition mostly from about 82% at the one dose, without a potency; inactive = the rest, 99 in 100 with inhibition below about 76%;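 also: plate controls were DMSO cells for no effect and high antibiotic wells for full effect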
Salmonella PhoP GFP = Inhibition of PhoP regulon, Salmonella typhi GFP reporter cells, confirmation, 4 h (AID 1850); inhibition, % at 50 µM, or IC50 in µM where a hit was titrated; 310,000 compounds, 0.33% hits; Salmonella Typhi PhoP-promoter GFP reporter, fluorescence, 4 h; higher % means a stronger effect; in the data active = a potency from the dose series; inconclusive = inhibition mostly from about 25% at the one dose, without a potency; inactive = the rest, 99 in 100 with inhibition below about 19%;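 also: 0% = induced wells with vehicle and 100% = uninduced wells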
H37Rv inhibition = M. tuberculosis growth inhibition, HTS (AID 449762) | M. tuberculosis H37Rv growth inhibition, 7H9 media; higher % means a stronger effect | one-dose inhibition, % at 25 µM; IC50 in µM for titrated hits | 330,000 compounds, 0.59% hits; in the data active = a potency from the dose series; inconclusive = inhibition above about 70% without an active follow-up result;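 also: bacterial growth assessed after seven days of incubation; strong numbers were not always called active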
inhibitors of VEEV 10K pilot screen = further read-out of inhibitors of VEEV, marked with its call; inhibition, %; measured here: 10K pilot screen inhibition
An asterisk follows results filed as active; i = inactive; u = inconclusive; x = not tested or not shown.

SMILES	H1N1 NS1A inhibition	inhibitors of VEEV	tuberculosis growth	Salmonella PhoP GFP	H37Rv inhibition	others
Cc1ccccc1CNC(=O)c1ccccc1	-6%	i	79%	-4%	9%
Cc1nnc(NC(=O)Cc2ccc(OCc3c(C)noc3C)cc2)s1	-6%	3.9%	24%	20%	-15%
CCOC(=O)C1=C(O)C(=O)N(Cc2ccccc2)C1	-18%	1.2%	14%	-17%	3%
CCCOc1ccc(N)cc1N	21%	4.0%	75%	-3%	6%
COc1ccc(CNC(=O)CN(C)Cc2ccc(SC)cc2)cc1	3%	i	43%	11%	6%
Cc1ccc(N/N=C2\COC(C)(C)CC2=O)cc1	-5%	i	-7%	-4%	u
CCOC(=O)CNC(=O)CSc1nc(NCc2ccccc2)nc(N(C)C)n1	-10%	2.2%	13%	-5%	2%
O=C(N/N=C/c1oc(O)c2ccccc12)c1ccccc1O	-1%	1.1%	-17%	-3%	7%
CC(/C=N/NC(=O)c1cc(-c2cccs2)[nH]n1)=C\c1ccccc1	-13%	0.7%	48%	-6%	5%
COc1cccc(C2=CC(=O)C[C@H](c3ccc4c(c3)OCO4)C2)c1OC	-3%	3.6%	7%	x	24%
CCOP(=O)(OCC)C(NC(=O)CN1C(=O)c2ccccc2S1(=O)=O)C(Cl)(Cl)Cl (stereo not given)	14%	1.0%	-9%	0%	3%
Cc1nnc2n1N=C(c1ccccc1)CS2	-2%	0.3%	-9%	5%	-2%
O=C(c1ccc(S(=O)(=O)Nc2cccc(C(F)(F)F)c2)cc1)N1CCOCC1	-2%	1.9%	-9%	-8%	-13%
O=C(NCc1cn2ccccc2n1)c1ccccc1	21%	i	x	-9%	-15%
CCOc1cc(NC(=O)c2ccccc2C(=O)O)c(OCC)cc1NC(=O)c1ccccc1F	3%	1.6%	54%	0%	6%
CC(=O)Nc1ccc(-c2nn[nH]n2)cc1	-8%	0.8%	-2%	0%	-6%
Cc1ccn2c(=O)nc(SCC(=O)N3CCCCCC3)nc2c1	-8%	1.2%	0%	0%	-2%
COCCn1c(=NC(=O)CSCC(=O)N2CCOCC2)sc2ccccc21	-6%	1.2%	-8%	-6%	-5%
CN1/C(=C\C(=O)Nc2ccc(Cl)cc2)C(C)(C)c2ccccc21	-5%	1.3%	59%	2%	u
O=C(C=Cc1ccco1)c1ccc([N+](=O)[O-])cc1	19%	1.5%	x	x	x
CC(C)NC(=S)Nc1cccc2cnccc12	-8%	0.6%	57%	-38%	-9%
COc1cccc(CNC(=O)[C@H](CC(C)C)NC(=O)N2CCn3c2nc2ccccc23)c1	-1%	6.1%	29%	-1%	9%
CCc1ccc(C(=O)OCC(=O)N2CCCCCC2)cc1	-8%	i	22%	x	-2%
Cc1cc(C)n(-c2ccc(C(=O)Nc3ccc(S(=O)(=O)NCc4ccco4)cc3)cc2)n1	3%	u	46%	-3%	u
O=C(CN1C(=O)C2CCCN2c2ncc(Cl)cc21)NCc1ccc2c(c1)OCO2 (stereo not given)	-9%	7.9%	x	x	x
CCC(=O)c1cn(CC(=O)OC)c2ccccc12	2%	0.6%	-5%	2%	-3%
COc1ccccc1C(CNC(=O)CNC(=O)c1ccc(Cl)c(Cl)c1)N1CCCC1 (stereo not given)	-9%	46%	6%	x	-10%
CC(C)C[C@@H](CNCC(=O)[C@H](CC(C)C)NC(=O)c1[nH]cnc1C(=O)N[C@@H](C)CN)NC(=O)c1nc[nH]c1C(=O)N[C@@H](C)C(=O)O	-21%	0.2%	x	x	x
Cc1ccc(CC(=O)N2CCN(C)CC2)cc1	-1%	1.2%	x	3%	15%
CCc1nnc(NC(=O)c2nc3nc(C)cc(C)n3n2)s1	-28%	3.5%	-15%	-7%	-3%
Cc1cccc(CN2CCN(CC(=O)NCc3cccs3)C2=O)c1	5%	1.9%	22%	-11%	4%
CC(=O)NC(CCS(C)(=O)=O)C(=O)Nc1cccc(C(C)=O)c1 (stereo not given)	1%	0.6%	-2%	-15%	-6%
O=C(/C=C/c1ccccc1Cl)Nc1cccc(S(=O)(=O)NC2=NCCCCC2)c1	-4%	11%	40%	-3%	-6%
Cc1nnc(SCC(=O)Nc2cc(S(C)(=O)=O)ccc2Cl)n1Cc1ccccc1	0%	3.0%	-5%	5%	-2%
C/C(=N\NC(=S)Nc1ccc(C)cc1)c1cc2ccccc2o1	8%	0.5%	75%	8%	-3%
Cc1cccc(OCCCC(=O)Nc2ccc3c(c2)OCO3)c1	-17%	1.9%	55%	2%	53%
COc1ccc(NC(=O)CCN2C(=O)C3CC=CCC3C2=O)cc1S(=O)(=O)N1CCCCC1 (stereo not given)	-4%	4.6%	x	x	x
O=C(NNc1cc(N2CCOCC2)nc(N2CCOCC2)n1)c1ccc(Cl)c(Cl)c1	-1%	0.6%	-21%	-9%	-11%
COc1ccc(CCNC(=O)CNC(=O)Cn2cnc3sc(C)c(C)c3c2=O)cc1OC	-15%	2.1%	14%	-8%	11%
CCN(CC)Cc1c(C(=O)N/N=C(\C)c2ccncc2)nnn1-c1nonc1N	1%	i	-9%	0%	-6%
COC(=O)C1=C(c2ccc(S(C)(=O)=O)cc2)C[C@@H]2CC[C@H]1N2C(=O)NCc1ccccc1	4%	i	-4%	-4%	9%
CCOc1cc(-c2cc(-c3ccc(N)cc3)nc(N)c2C#N)ccc1O	-27%	8.4%	19%	6%	37%
CCOC(=O)/C(=N\Nc1ccccc1Cl)N(C)C1CCS(=O)(=O)C1 (stereo not given)	-1%	2.9%	10%	2%	0%
Oc1c(CN2CCOCC2)cc(COCc2ccccc2)c2cccnc12	4.9µM*	10%	u	39µM*	-1%
CNC(=S)NNC(=O)c1cccn(Cc2ccccc2)c1=O	-1%	1.5%	-11%	1%	6%
COc1ccc(OC)c(NC(=O)CN2C(=O)COc3ccc(S(=O)(=O)N4CCCC4)cc32)c1	0%	0.1%	16%	3%	-3%
O=C(NCC1CC1)Nc1cccs1	2%	0.4%	-8%	24%	-10%
C=CCNC(=O)CSc1nnc(-c2ccccc2Cl)n1-c1c(C)n(C)n(-c2ccccc2)c1=O	-3%	2.3%	7%	-11%	-5%
CCCC(=O)Nc1cc(C)c(NC(=O)Cc2ccccc2)cn1	x	x	16%	-13%	10%
O=C(Cn1cnnn1)Nc1cccc(S(=O)(=O)N2CCCCC2)c1	10%	i	7%	-2%	0%
COc1ccc(NC(=O)CN(C)C(=O)CSCC(=O)Nc2ccc(C)cc2)cc1	-6%	0.1%	26%	-3%	26%
CCCCC(CC)C(=O)Nc1ccc(C#N)cc1 (stereo not given)	3%	i	24%	-2%	-4%
COc1ccccc1NC(=O)C(C)OC(=O)CCNS(=O)(=O)c1cccc(C(F)(F)F)c1 (stereo not given)	-11%	2.1%	0%	x	6%
COC(=O)c1ccc(-c2ccc(Cl)cc2)nc1C	-7%	1.1%	37%	3%	-1%
CCCCn1c(SCC(=O)N2CCCC2)nc2c1c(=O)n(C)c(=O)n2C	3%	3.3%	-1%	-2%	-11%
O=C(CCc1ccccc1)NNC(=S)NCc1ccc(Cl)cc1	-9%	3.3%	-10%	-3%	7%
COC(=O)c1c(-c2ccccc2Cl)noc1/C=C/N(C)C	-9%	1.3%	16%	-22%	5%	inhibitors of VEEV 10K pilot screen=0.7
COc1ccc(C)cc1NC(=O)c1cc2c(CO)cnc(C)c2oc1=N	2%	2.9%	x	-13%	0%
O=C(CCN1C(=O)COc2ccccc21)NCCCN1CCN(c2ccccc2F)CC1	-6%	i	4%	-7%	9%
CC1CC(=O)c2ccccc2C1C (stereo not given)	-5%	1.3%	x	x	x

(next part)
SMILES	H1N1 NS1A inhibition	inhibitors of VEEV	tuberculosis growth	Salmonella PhoP GFP	H37Rv inhibition	others
O=C(Nc1nccc(-c2cccs2)n1)c1cccs1	-3%	6.1%	47%	3%	6%
Cc1sc2nc(C)n(/N=C/c3ccc(O)cc3O)c(=O)c2c1C	6%	0.7%	-5%	6%	0%
O=C(/C=C/c1cccc([N+](=O)[O-])c1)NCC1CCCO1 (stereo not given)	5%	5.2%	2%	-10%	-8%
Clc1ccc(OCc2nnc(-c3ccccc3Br)o2)cc1	-1%	2.1%	55%	-5%	-3%	inhibitors of VEEV 10K pilot screen=0.2
N/C(=N\OC(=O)N1CCOCC1)c1ccc(Cl)cc1	-3%	i	6%	-2%	3%
CCOc1ccc(NS(=O)(=O)c2ccc(NC(=S)NC(C)=O)cc2)cc1	-1%	2.2%	-10%	7%	1%
O=C(NCc1ccccc1)c1ccc2nc(N3CCOCC3)sc2c1	4%	1.0%	8%	-15%	-8%
C/C(=C(\C#N)C(=O)NCCN1CCOCC1)N(C)C	-12%	0.1%	-9%	1%	-4%

Structures from the list above that have a halogen, in the order listed:
SMILES	H1N1 NS1A inhibition	inhibitors of VEEV	tuberculosis growth	Salmonella PhoP GFP	H37Rv inhibition	others
CCOP(=O)(OCC)C(NC(=O)CN1C(=O)c2ccccc2S1(=O)=O)C(Cl)(Cl)Cl (stereo not given)	14%	1.0%	-9%	0%	3%
O=C(c1ccc(S(=O)(=O)Nc2cccc(C(F)(F)F)c2)cc1)N1CCOCC1	-2%	1.9%	-9%	-8%	-13%
CCOc1cc(NC(=O)c2ccccc2C(=O)O)c(OCC)cc1NC(=O)c1ccccc1F	3%	1.6%	54%	0%	6%
CN1/C(=C\C(=O)Nc2ccc(Cl)cc2)C(C)(C)c2ccccc21	-5%	1.3%	59%	2%	u
O=C(CN1C(=O)C2CCCN2c2ncc(Cl)cc21)NCc1ccc2c(c1)OCO2 (stereo not given)	-9%	7.9%	x	x	x
COc1ccccc1C(CNC(=O)CNC(=O)c1ccc(Cl)c(Cl)c1)N1CCCC1 (stereo not given)	-9%	46%	6%	x	-10%
O=C(/C=C/c1ccccc1Cl)Nc1cccc(S(=O)(=O)NC2=NCCCCC2)c1	-4%	11%	40%	-3%	-6%
Cc1nnc(SCC(=O)Nc2cc(S(C)(=O)=O)ccc2Cl)n1Cc1ccccc1	0%	3.0%	-5%	5%	-2%
O=C(NNc1cc(N2CCOCC2)nc(N2CCOCC2)n1)c1ccc(Cl)c(Cl)c1	-1%	0.6%	-21%	-9%	-11%
CCOC(=O)/C(=N\Nc1ccccc1Cl)N(C)C1CCS(=O)(=O)C1 (stereo not given)	-1%	2.9%	10%	2%	0%
C=CCNC(=O)CSc1nnc(-c2ccccc2Cl)n1-c1c(C)n(C)n(-c2ccccc2)c1=O	-3%	2.3%	7%	-11%	-5%
COc1ccccc1NC(=O)C(C)OC(=O)CCNS(=O)(=O)c1cccc(C(F)(F)F)c1 (stereo not given)	-11%	2.1%	0%	x	6%
COC(=O)c1ccc(-c2ccc(Cl)cc2)nc1C	-7%	1.1%	37%	3%	-1%
O=C(CCc1ccccc1)NNC(=S)NCc1ccc(Cl)cc1	-9%	3.3%	-10%	-3%	7%
COC(=O)c1c(-c2ccccc2Cl)noc1/C=C/N(C)C	-9%	1.3%	16%	-22%	5%	inhibitors of VEEV 10K pilot screen=0.7
O=C(CCN1C(=O)COc2ccccc21)NCCCN1CCN(c2ccccc2F)CC1	-6%	i	4%	-7%	9%
Clc1ccc(OCc2nnc(-c3ccccc3Br)o2)cc1	-1%	2.1%	55%	-5%	-3%	inhibitors of VEEV 10K pilot screen=0.2
N/C(=N\OC(=O)N1CCOCC1)c1ccc(Cl)cc1	-3%	i	6%	-2%	3%
